High-throughput results deposited in PubChem BioAssay by several laboratories.
NOD2 inhibition: inhibition of NOD2-driven NF-kB reporter – cell-based, luminescence, uHTS, HEK293 (AID 1566); HEK293 NOD2/NF-kB luciferase reporter, luminescence; higher % means a stronger effect; one-dose inhibition, % at 4 µM; EC50 in µM for titrated hits; 290,000 tested, 0.63% active; note: many of its hits are not listed in these tables
LYP phosphatase: PTPN22 lymphoid phosphatase activity blockers – biochemical, fluorescence intensity, uHTS (AID 1779); recombinant LYP phosphatase, fluorescence intensity; higher % means a stronger effect; one-dose inhibition, % at 11.5 µM; IC50 in µM for titrated hits; 290,000 tested, 0.054% active;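 note: plate controls were vehicle with enzyme for no effect and no enzyme for full effect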
P. falciparum M1AAP: malaria alanyl aminopeptidase activity blockers – biochemical, fluorogenic H-Leu-NHMec substrate, 1536-well (AID 1445). recombinant M1AAP, H-Leu-NHMec fluorogenic kinetic assay; higher % means a stronger effect. inhibition, % at 30 µM; hits with a dose series show IC50 in µM. 220,000 tested, 0.42% active;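 active = primary inhibition above the hit cutoff, then over 50% inhibition at one or more dose response concentrations, cut at about 23% in these data, passing the limit was not always enough; inconclusive = conflicting primary data, or primary hits not chosen for dose response; inactive = low primary inhibition, or under 50% at every dose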;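 note: plate controls were DMSO full reaction for no effect and no enzyme background for full effect; strong numbers were not always called active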
Siah-1 displacement: Siah-1 peptide-binding antagonists, primary screen, biochemical, fluorescence polarization, rhodamine-plectin, uHTS (AID 1817). Siah-1 / rhodamine-plectin peptide fluorescence polarization; higher % means a stronger effect. displacement, % at 20 µM; hits with a dose series show IC50 in µM. 290,000 tested, 0.02% active;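 active = displacement of at least 50% at 20 µM, with a fluorescence ratio check between 0.3 and a set limit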;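 note: plate controls were Siah plus tracer with DMSO for no effect and tracer alone without Siah for full effect; strong numbers were not always called active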
Hep lipid drop: hepatic lipid droplet formation modulation | AML12 mouse hepatocytes, oleate lipid droplets, BODIPY imaging | inhibition, % at 6.5 µM | 240,000 tested, 0.4% active | AID 1656;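 active = lipid droplet intensity inhibited by at least 50%, with more than 500 cells counted; inconclusive = wells with under 300 cells, treated as cytotoxic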
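material = mouse AML12 hepatocyte cell line, fixed after treatment | also added = 100 µM oleic acid challenge | doses = compound at 6.5 µM only | schedule = overnight exposure | technique = Image-based BODIPY and DAPI two-channel analysis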
AID2073: disruptors of CaV2.2 binding to Mint1 – biochemical, HTRF (AID 2073); HTRF protein-protein interaction, Mint1-CaV2.2; higher % means a stronger effect; one-dose inhibition, % at 20 µM; IC50 in µM for titrated hits; 290,000 tested, 0.19% active; in the data active = inhibition mostly above about 51%, no sharp cut-off; inconclusive = no clear call, values can overlap the other calls; inactive = mostly below about 53%; note: some results filed as inactive read as strong as hits
ER stress rescue: protection against thapsigargin-triggered cell killing – 384-well, CSM14.1, ATP luminescence, primary screen (AID 1222) | CSM14.1 thapsigargin-induced death rescue, ATP luminescence; higher % means a stronger effect | cellular ATP content (survival), % at 20 µM, or EC50 in µM where a hit was titrated | 190,000 tested, under 10 active;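 active = EC50 below 50 µM in the dose-response confirmation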;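 note: death triggered by thapsigargin at about 15 µM added after 2 h compound pretreatment; cell ATP read after overnight thapsigargin exposure of roughly 18 to 22 hours; normalized against plate controls of thapsigargin alone and 5% DMSO vehicle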
XIAP displacement: XIAP antagonists, biochemical, IAP family, fluorescence polarization (AID 1018) | XIAP BIR domain, fluorescence polarization peptide displacement; higher % means a stronger effect | displacement, % at 20 µM; hits with a dose series show IC50 in µM | 200,000 tested, 0.007% active; in the data active = displacement above about 50%; note: a part of the inactive calls stands beside numbers as strong as those of hits
P. falciparum M17LAP: P. falciparum M17LAP inhibitors, primary screen, biochemical, fluorogenic H-Leu-NHMec substrate, 1536-well (AID 1619); one-dose inhibition, % at 30 µM; IC50 in µM for titrated hits; 220,000 tested, 0.38% active; recombinant M17LAP, H-Leu-NHMec fluorogenic kinetic assay; higher % means a stronger effect;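 active = compound inhibiting the enzyme by more than half at any dose during confirmatory dose-response retesting; inconclusive = strong single-dose inhibitors picked by rank but not retested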;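 note: plate controls were full reaction with DMSO carrier for no effect and no enzyme background for full effect; strong numbers were not always called active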
Hep lipid drop cells 6.5 µM: second read-out of Hep lipid drop, no call of its own (marks repeat the call); cell count; measured here: cell count, cytotoxicity flag;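 cells counted across two imaged fields per well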
An asterisk follows results filed as active; ? = inconclusive; . = not tested or not shown. Cut-off read from the data, not from the text of the source, unless noted: active = inhibition above about 50%; inactive = the rest. An excerpt; the hit share may differ from the screen's.

Second line of a record – NOD2 inhibition	LYP phosphatase	P. falciparum M1AAP	Siah-1 displacement	Hep lipid drop	Hep lipid drop cells 6.5 µM	AID2073	ER stress rescue	XIAP displacement	P. falciparum M17LAP
- COc1ccc(S(=O)(=O)N(CCc2ccccc2)CC(=O)O)cc1Cl
    4%	-2%	7%	-4%	3	760	-11%	2.0%	-13%	18%
- CCn1cc(CN2CCCC(C(=O)c3ccc(-c4ccccc4)cc3)C2)cn1 (stereo not drawn)
    .	-6%	0%	-6%	2	768	37%	-0.7%	-8.7%	-5%
- Cc1ccc(CNC(=O)Cc2ccc(NC3=NC4CS(=O)(=O)CC4S3)cc2)cc1 (stereo not drawn)
    8%	-10%	.	-10%	7	818	9%	.	.	.
- COc1ccc(NS(=O)(=O)c2ccc(N3CCCC3)c(N)c2)cc1
    44%	0%	.	-2%	-23	838	-21%	.	.	.
- CCOC(=O)N1CCc2c(sc(NC(=O)c3ccc(Cl)s3)c2C(N)=O)C1
    -125%	-4%	11%	1%	4	693	-10%	.	-7.2%	17%
- O=S(=O)(Nc1ccccc1N1CCCCC1)c1ccc(F)cc1
    0%	2%	-3%	2%	-11	712	-4%	.	.	-6%
- OC(CNC1CCCCCC1)COc1cccc2ccccc12 (stereo not drawn)
    8%	-4%	.	4%	-1	779	14%	.	.	.
- COC(=O)C(NC(C)=O)(Nc1nc(C)cs1)C(F)(F)F (stereo not drawn)
    6%	-6%	-1%	4%	-1	748	1%	0.7%	-2.2%	-1%
- Cc1sc2ncn3cnnc3c2c1C
    -3%	-1%	4%	-2%	.	.	-8%	-1.3%	-3.9%	1%
- CS(=O)(=O)N1CCN(c2cnn(-c3ccccc3)c(=O)c2Cl)CC1
    7%	1%	-2%	4%	11	668	9%	-0.2%	-0.3%	11%
- COc1ccccc1Nc1nc(N)nc(CN2CCOCC2)n1
    16%	-8%	-1%	3%	.	.	-2%	-0.5%	-2.3%	-3%
- CCC(=O)NC(=S)Nc1ccc(NC(=O)c2ccc(Br)o2)cc1
    -11%	0%	1%	15%	18	686	-5%	0.3%	-8.4%	-5%
- COc1ccc2cc(C(=O)N3CCCCCC3)sc(=O)c2c1OC
    26%	-10%	10%	-3%	.	.	9%	-1.2%	9.3%	24%
- Cc1ccc2cc(C#N)c(N3CCCN(C(=O)C4CCCO4)CC3)nc2c1 (stereo not drawn)
    -2%	-6%	4%	0%	.	.	-2%	-0.3%	-1.0%	2%
- CCOC(=O)C1=C(C)Nc2sc(C(=O)c3ccc(Br)cc3)c(N)c2C1c1ccc(C(=O)OC)cc1 (stereo not drawn)
    -10%	5%	-8%	4%	1	738	20%	2.0%	-19%	1%
- COc1ccc(NC(=O)CN2C(=O)/C(=C3\SC(=S)N(C4CCS(=O)(=O)C4)C3=O)c3ccccc32)cc1 (stereo not drawn)
    21%	-5%	-3%	-4%	9	746	9%	.	.	1%
- COc1ccccc1-n1c(SCC(=O)N2CCc3ccccc32)nc2c(c1=O)SCC2
    -5%	1%	8%	2%	1	664	7%	.	-8.0%	7%
- CCCCCCn1c(N2CCC(C(N)=O)CC2)nc2c1c(=O)[nH]c(=O)n2C
    4%	1%	-1%	-1%	.	.	10%	1.2%	-7.4%	-5%
- COCCn1c(C)c(C(=O)O)sc1=S
    9%	6%	5%	2%	-13	687	-3%	.	-5.0%	19%
- COCCCNC(=O)c1sc2ncn(CC(=O)Nc3ccc(C)c(Cl)c3)c(=O)c2c1C
    8%	5%	6%	3%	32	717	9%	-0.9%	-3.4%	13%

Further records follow.
Second line of a record – NOD2 inhibition	LYP phosphatase	P. falciparum M1AAP	Siah-1 displacement	Hep lipid drop	Hep lipid drop cells 6.5 µM	AID2073	ER stress rescue	XIAP displacement	P. falciparum M17LAP
- Cc1cc(-c2ccccc2)cc(-c2ccccc2)[n+]1C
    7%	3%	4%	0%	10	712	12%	.	-0.9%	-1%
- O=C(Cn1nnc(-c2ccc(OCc3ccccc3F)cc2)n1)N1CCOCC1
    -11%	-1%	2%	15%	-7	747	14%	4.0%	-1.0%	2%
- Cc1c(NC(=O)CN2C(=O)NC(C)(c3ccccc3)C2=O)c(=O)n(-c2ccccc2)n1C (stereo not drawn)
    -1%	-13%	-2%	-4%	0	605	0%	-0.1%	-5.7%	-2%
- CCOC(=O)c1csc(NC(=O)c2cccs2)n1
    -50%	-10%	.	13%	-13	730	-4%	.	.	.
- Cc1nnc(SCC(=O)c2cc(C)n(C3CC3)c2C)s1
    -113%	-5%	2%	0%	.	.	0%	-2.2%	-5.0%	17%
- COc1cccc(CN2CCNC(=O)C2CC(=O)N(C)C2CCCCC2)c1OC (stereo not drawn)
    19%	-3%	.	2%	-6	629	-7%	.	.	.
- O=C(Cn1nnc(-c2ccccc2Cl)n1)NCc1ccc2c(c1)OCO2
    -4%	-5%	-4%	-5%	-2	826	-6%	3.2%	-9.1%	11%
- COc1cccc(C2NC(=S)NC(C)=C2C(=O)c2ccccc2)c1OC (stereo not drawn)
    -23%	-5%	6%	-4%	-128	392	14%	-2.2%	-7.7%	9%
- COC(=O)COC(=O)c1ccc(Oc2nc(OC)nc(N(C)C)n2)cc1
    3%	-10%	1%	1%	.	.	-3%	0.3%	-3.4%	-3%
- CC1CN(CC(=O)Nc2cc(S(=O)(=O)N3CCCC3)ccc2Cl)CC(C)O1 (stereo not drawn)
    -2%	-1%	3%	10%	-6	636	-6%	0.9%	-17%	4%
- CCc1cccc(Nc2c3c(nc4ncnn24)CCC3)c1
    20%	-4%	-1%	-3%	0	698	-3%	1.2%	-1.8%	-17%
- Cc1ccc(N2CCN(S(=O)(=O)c3ccc(F)cc3)CC2)c(C)c1
    -11%	-1%	7%	1%	-6	752	7%	-0.1%	0.8%	-5%
- CC(=O)c1coc2ccc(OCC(=O)O)cc12
    13%	-10%	-1%	0%	-30	410	11%	-4.0%	-1.4%	4%
- CCN(CCCNC(=O)c1[nH]c(C)c(C(C)=O)c1C)c1ccccc1
    3%	-4%	9%	-6%	10	752	-8%	.	-2.4%	-2%
- Cc1ccc(NC(=O)c2oc3ccccc3c2NC(=O)C2CC2)cc1
    17%	-1%	.	23%	14	739	9%	.	.	.
- CN(C)C(=S)NC(=NCc1ccc([N+](=O)[O-])cc1)c1ccccc1
    7%	0%	.	-6%	-10	728	8%	.	.	.
- Oc1ccc(N=Nc2nccs2)c(O)c1
    35%	2%	?	3%	4	697	35%	.	.	19%
- C=CCn1c(SCC(=O)N2CCN(c3ccc(F)cc3)CC2)nnc1-c1ccco1
    14%	-5%	10%	2%	-16	709	-10%	.	-5.4%	5%
- O=C(CSc1ncn[nH]1)Nc1ccnc2ccccc12
    7%	-5%	3%	-8%	.	.	0%	0.3%	-5.1%	42%
- C=CCSc1nc2c(c(=O)[nH]c(=O)n2C)n1Cc1ccccc1
    16%	-5%	.	2%	.	.	-5%	.	.	.

The listing continues:
Second line of a record – NOD2 inhibition	LYP phosphatase	P. falciparum M1AAP	Siah-1 displacement	Hep lipid drop	Hep lipid drop cells 6.5 µM	AID2073	ER stress rescue	XIAP displacement	P. falciparum M17LAP
- COc1cc([N+](=O)[O-])ccc1NC(=O)CCCOc1ccccc1
    8%	2%	4%	-2%	.	.	10%	0.0%	-1.4%	14%
- CCOC(=O)C1CCCN(C(=O)c2ccccc2[N+](=O)[O-])C1 (stereo not drawn)
    -2%	5%	3%	-2%	-24	657	-7%	-0.8%	-7.2%	6%
- COc1ccc(C(=O)Nc2nc3ccc4nc(C)sc4c3s2)cc1
    0%	-2%	3%	-1%	-21	524	?	.	-11%	-4%
- Cc1cccc(C(=O)Nc2cccc(-c3ccc4nncn4n3)c2)c1
    10%	-8%	3%	-2%	-8	670	20%	-0.2%	-9.5%	6%
- CCN(CC)CC(O)CN1C(=O)NC(C)(C)C1=O (stereo not drawn)
    14%	-1%	3%	2%	20	726	7%	-0.3%	-1.7%	-2%
- O=C(COc1ccccc1Cl)Nc1ccc2c(c1)OCO2
    -58%	-6%	.	12%	-3	812	-2%	.	.	.
- CCC1=C(OC(=O)N(CC)CC)N2C(=O)OC(=NCC(=O)OC)[C@]2(C)[C@H]2C1=CC[C@H]1C(=O)N(CC)C(=O)[C@H]12
    27%	-11%	0%	2%	34	651	17%	.	.	-10%
- COc1ccc(S(=O)(=O)NCC(=O)NC2CC2)cc1OC
    9%	-8%	.	2%	8	766	0%	.	.	.
- CC(OC(=O)c1cccs1)C(=O)NCc1cccs1 (stereo not drawn)
    -29%	-2%	3%	-2%	.	.	1%	2.5%	-2.8%	7%
- Cn1c(=O)c2c(nc(Sc3ncnn3CC(=O)NC3CCCCC3)n2C)n(C)c1=O
    22%	-6%	.	16%	-28	734	11%	.	.	.
- Cc1ccc(NC(=S)N/N=C/c2c(Cl)cccc2Cl)c(C)c1
    -46%	0%	4%	6%	?	.	-10%	-4.3%	-4.7%	-4%
- Cc1ccc(SCCOCCN2CCOCC2)cc1
    -20%	-7%	.	0%	-11	795	9%	.	.	.
- O=C(Cn1cnc2ccccc2c1=O)Nc1nnc(SCc2ccc(Cl)cc2)s1
    -8%	-11%	-5%	-6%	-20	690	4%	.	.	5%
- Nc1c(C(=O)NCCC2=CCCCC2)sc2ccc(S(=O)(=O)N3CCCCC3)cc12
    9%	10%	8%	-2%	12	665	12%	-0.6%	-1.2%	-8%
- COCC(=O)N(c1ccc(C(C)C)cc1)C1C=CS(=O)(=O)C1 (stereo not drawn)
    7%	-3%	18%	1%	1	588	?	.	-2.1%	-4%
- CCc1c(C)nc(N2CCN(c3ccc(Cl)cc3)CC2)[nH]c1=O
    6%	-4%	.	5%	-2	834	18%	.	.	.
- O=S(=O)(NC1CCCCC1NCc1ccco1)c1ccccc1 (stereo not drawn)
    -7%	-9%	6%	2%	.	.	-3%	-1.0%	-1.1%	-1%
- COC(=O)C1=C(C(=O)OC)[C@@H]2N(Cc3ccccc3)c3ccccc3[C@@]23C[C@@H](C(=O)OC)N(C(=O)c2cccs2)C3=N1
    3%	2%	14%	0%	-1	638	16%	.	.	-4%
- C/C(=N\NC(=O)CC1N=C(Cc2ccccc2)NNC1=O)c1ccc(Cl)cc1Cl (stereo not drawn)
    -10%	-2%	6%	1%	.	.	-8%	-0.8%	-1.0%	5%
- N/C(COc1cccc(Cl)c1)=N\NS(=O)(=O)c1ccccc1
    8%	-12%	5%	0%	6	690	-6%	-0.9%	-1.1%	4%
- COc1ccc(S(=O)(=O)N2CCN(C(=O)Nc3ccccc3OC)CC2)cc1
    0%	-2%	.	-2%	15	672	0%	.	.	.
